Bioassay records from PubChem.
GASC1 inh = KDM4C (human) demethylase inhibition. GST-KDM4C 2-372, H3K9me3 peptide, LANCE TR-FRET. inhibition, % at 12.5 µM. 96,000 tested, 0.15% active. AID 720574;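 active means mean replicate inhibition above about 25%, with at least 55% of replicates also reaching it, limit read from the data, passing the limit was not always enough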
Target sequence (Q9H3R0 2-372 limits assumed): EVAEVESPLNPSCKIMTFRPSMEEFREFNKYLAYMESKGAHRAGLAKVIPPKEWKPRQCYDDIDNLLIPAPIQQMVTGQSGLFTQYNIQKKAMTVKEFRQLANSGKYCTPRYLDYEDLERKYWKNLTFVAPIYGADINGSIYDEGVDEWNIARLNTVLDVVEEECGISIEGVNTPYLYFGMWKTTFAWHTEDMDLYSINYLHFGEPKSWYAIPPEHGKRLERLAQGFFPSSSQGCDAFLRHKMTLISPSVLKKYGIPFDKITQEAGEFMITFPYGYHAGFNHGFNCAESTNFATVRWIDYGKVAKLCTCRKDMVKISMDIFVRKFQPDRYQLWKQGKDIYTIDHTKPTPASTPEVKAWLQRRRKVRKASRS
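Compound: one test concentration per compound; Material: GST-GASC-1 enzyme fragment 2-372; Amount: GASC-1 enzyme at 10 nM final in reaction; Also added: H3K9me3 peptide substrate, Fe(II), 2-oxoglutarate; Technique: LANCE TR-FRET; Times: 30 min demethylation and 1 h detection at room temperature.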
C diff growth = blocks growth of Clostridium difficile; Clostridium difficile clinical isolate growth, OD600, 24 h; active compounds read low; growth activity, negative = inhibition, % at 16 µg/mL (by protocol); 86,000 tested, 0.25% active; AID 1259249;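 active means mean growth activity at or below -80% and every replicate also at or below -80%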;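 further: 0% = DMSO wells and -100% = levofloxacin 16 µg/mL wells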
Tcruzi prolif = inhibitors of T. cruzi proliferation; 77,000 tested, 5.9% active; inhibition, % at 8.34 µM; T. cruzi beta-gal in NIH3T3, GalScreen luminescence, 90 h; AID 624255;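 active means mean inhibition above about 93%, with at least 55% of replicates each passing it, limit read from the data, passing the limit was not always enough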
Pf Dd2 inh = inhibitors of Plasmodium falciparum Dd2 growth; AID 1159554; P. falciparum Dd2 growth, SYBR Green, 72 h; active compounds read low; activity change, % at 10 µM; 94,000 tested, 2.3% active; in the data active means activity change below about -80%
The depositor's hits bear a star; · = not tested or not shown; & = joins results of further samples.

SMILES	GASC1 inh	C diff growth	Tcruzi prolif	Pf Dd2 inh
CC(C)NC(=O)Nc1cccc2c1O[C@H](CN(C)S(=O)(=O)c1ccc(Cl)cc1)[C@@H](C)CN([C@H](C)CO)C2=O	11	2	·	0
COCC#Cc1ccc2c(c1)O[C@H](CN(C)C(=O)Nc1ccccc1F)[C@H](C)CN([C@@H](C)CO)S2(=O)=O	-0.5	2	49	-29
O=C(C[C@H]1CC[C@@H](NS(=O)(=O)c2ccccc2)[C@@H](CO)O1)N1CCN(c2ccccc2)CC1	-1.7	-1	·	7
C[C@@H]1CCCCO[C@@H](CN(C)C(=O)Cc2ccccc2)[C@H](C)CN([C@H](C)CO)C(=O)c2cc(N(C)C)ccc2O1	0.0	-2	11	-48
C/C=C/c1ccc([C@@H]2[C@H](CO)N[C@H]2CN(CC)C(=O)c2ccccn2)cc1	2.9	-7	21	-6
CO[C@H]1CC[C@@H]2CCOc3ccc(C#N)cc3C(=O)N(C)C[C@H](OC)[C@H](C)C(=O)N(C)C[C@@H]1O2	0.6	1	-6	·
CCC(=O)N1CC(=O)N2[C@@H](CO)[C@@H](c3ccc(C#CCC(C)C)cc3)[C@@H]2C1	-3.1	-8	·	46
C[C@@H]1CCCCO[C@@H](CN(C)Cc2ccccc2)[C@@H](C)CN([C@@H](C)CO)C(=O)c2cc(NC(=O)Nc3cccc4ccccc34)ccc2O1	0.7	59	115*	-19
C[C@H](CO)N1C[C@H](C)[C@H](CN(C)S(C)(=O)=O)Oc2cc(-c3ccccc3F)ccc2S1(=O)=O	-1.4	-9	15	39
CC(C)CC#Cc1ccc([C@H]2[C@@H](CO)N3C(=O)CN(C(=O)Cc4cccnc4)C[C@@H]23)cc1	-0.5	43	·	7
CN1C(=O)c2cc(NS(=O)(=O)c3ccccc3Cl)ccc2OC[C@H]2O[C@@H](CC(=O)O)CC[C@H]21	1.6	-3	1	-4
C[C@H]1CN([C@@H](C)CO)C(=O)c2cc(Br)cnc2O[C@H]1CN(C)C(=O)Cc1ccccn1	-0.6	7	-14	32
O=C(NCC[C@@H]1CC[C@@H](NC(=O)c2cnccn2)[C@@H](CO)O1)c1ccc2c(c1)OCO2	0.4	-2	·	-16
CN(C)C(=O)c1cccc(-c2ccc3c(c2)[C@H]2[C@H](CCN2Cc2nccs2)[C@H](CO)N3)c1	0.1	1	68	-68
COc1cccc(NC(=O)N[C@@H]2CC[C@H](CC(=O)Nc3ccc(-c4ccccc4)cc3)O[C@@H]2CO)c1	-0.1	·	2	6
COc1ccc2c3c([nH]c2c1)[C@@H](CO)N(C(=O)CN(C)C)CC31CCN(Cc2ccccc2Cl)CC1	1.9	4	·	-77
COc1ccccc1CNC(=O)C[C@@H]1CC[C@H]2[C@@H](COc3ccc(NC(=O)Nc4ccc(F)c(F)c4)cc3C(=O)N2C)O1	-0.4	3	28	-17
O=C(C[C@H]1CC[C@@H]2[C@H](COC[C@@H](O)CN2Cc2cccc(C(F)(F)F)c2)O1)NCCc1ccncc1	0.8	-1&-7	-3	-10
C[C@H]1CN([C@@H](C)CO)C(=O)c2cc(C#CC3(O)CCCC3)cnc2O[C@@H]1CN(C)C(=O)C1CCCCC1	-0.5	-5	58	-6
CN(C)C(=O)C[C@@H]1C=C[C@@H](NS(=O)(=O)c2ccccc2)[C@H](CO)O1	1.0	·	-50	18
CO[C@H]1CC[C@H]2CCOc3c(C#N)cccc3C(=O)N(C)C[C@@H](OC)[C@H](C)C(=O)N(C)C[C@@H]1O2	1.4	-3	26	·
O=C(C[C@@H]1CC[C@H](NC(=O)c2ccncc2)[C@@H](CO)O1)NCCc1ccncc1	-0.7	2	·	5
O=C(NC1CCCC1)N1CCCCN2[C@H](CO)[C@H](c3ccc(-c4cccnc4)cc3)[C@@H]2C1	-1.3	-6	39	1
COc1ccc(S(=O)(=O)N(C)C[C@H]2Oc3ccc(NS(=O)(=O)c4ccc(C)cc4)cc3C(=O)N([C@H](C)CO)C[C@H]2C)cc1	0.1	-5	·	-34
CC(C)CC#Cc1cnc2c(c1)C(=O)N([C@H](C)CO)C[C@H](C)[C@H](CN(C)C(=O)C1CCOCC1)O2	-1.0	-4	26	66
C[C@@H]1CN([C@@H](C)CO)C(=O)Cc2cc(N(C)C)ccc2O[C@@H]1CN(C)Cc1ccc2c(c1)OCO2	0.9	-6	37	-3
CCCNC(=O)N1CC2(CN(CC3CC3)C2)c2c(n(C)c3cc(OC)ccc23)[C@@H]1CO	-1.5	11	·	-64
COc1ccc2c3c([nH]c2c1)[C@@H](CO)N(Cc1nccs1)CC31CCN(C(=O)C2CC2)CC1	3.1	-3	·	-71
C[C@H]1CN([C@@H](C)CO)C(=O)Cc2cc(NS(=O)(=O)c3ccc(F)cc3)ccc2O[C@@H]1CN(C)Cc1ccc2c(c1)OCO2	16	-4	57	-19
COc1ccc2c3c([nH]c2c1)[C@H](CO)N(S(=O)(=O)c1ccc(C)cc1)CC31CCN(C(=O)Cc2cccnc2)CC1	·	13	·	-86*
C/C=C/c1cnc2c(c1)C(=O)N([C@@H](C)CO)C[C@H](C)[C@H](CN(C)C(=O)Cc1ccccc1)O2	-2.3	0	0	7
C[C@@H]1CCCCO[C@@H](CN(C)S(=O)(=O)c2ccc(F)cc2)[C@H](C)CN([C@@H](C)CO)C(=O)c2cc(NC(=O)CCC(F)(F)F)ccc2O1	1.1	0	5	·
COCC(=O)N(C)C[C@@H]1Oc2ncc(-c3ccccc3OC)cc2C(=O)N([C@H](C)CO)C[C@H]1C	0.8	0	42	38
CNC[C@@H]1OCCCC[C@@H](C)Oc2ccc(NC(=O)Nc3ccc(C(F)(F)F)cc3)cc2C(=O)N([C@@H](C)CO)C[C@@H]1C	-0.9	9	9	3
O=C(C[C@H]1C[C@@H]2c3cc(NS(=O)(=O)c4ccc(F)cc4)ccc3O[C@@H]2[C@H](CO)O1)NCC1CC1	2.0	-1	-7	11
CCCC#Cc1ccc([C@@H]2[C@@H](CO)N3C(=O)CN(C(=O)NCCC)C[C@H]23)cc1	0.2	-11	·	-51
C[C@@H]1CCCCO[C@@H](CN(C)Cc2ccc(Cl)c(Cl)c2)[C@@H](C)CN([C@H](C)CO)C(=O)c2cc(NC(=O)Nc3ccc4c(c3)OCO4)ccc2O1	-3.5	-3	104*	39
COc1ccc2c3c(n(C)c2c1)[C@H](CO)N(C(=O)CN(C)C)CC31CCN(C(=O)CN(C)C)CC1	1.3	-1	·	21
O=C(C[C@H]1C=C[C@@H](NC(=O)c2cccc(F)c2)[C@@H](CO)O1)NCc1ccccc1	0.5	·	12	7
C[C@@H]1CN([C@@H](C)CO)C(=O)c2cc(NC(=O)NC3CCCCC3)ccc2O[C@H]1CN(C)Cc1ccccc1	0.6	0	-25	7
C[C@@H]1CN([C@@H](C)CO)C(=O)c2cc(N(C)C)ccc2O[C@H]1CN(C)CC1CCCCC1	2.1	8	102*	5
N#C[C@@H]1[C@H](c2ccc(C#CC3(O)CCCC3)cc2)[C@@H](CO)N1C(=O)C1CC1	0.9	0	93	-39
CC(=O)N1[C@H](CO)[C@@H]2c3ccccc3N(C(=O)c3ccc(F)cc3)C[C@@H]21	-0.7	-7	32	4
CO[C@H](CN(C)Cc1cc(F)ccc1F)[C@@H](C)CN(C(=O)Nc1ccc(F)cc1)[C@H](C)CO	-0.8	·	-39	-23
CCC(=O)N[C@@H]1C=C[C@H](CC(=O)NCc2ccccc2OC)O[C@@H]1CO	2.1	1	-58	11
O=C(N[C@H]1CC[C@H](CC(=O)N2CCCCC2)O[C@H]1CO)c1ccc2c(c1)OCO2	1.6	0	-18	13
CN1C(=O)c2cc(NC(=O)C3CCCC3)ccc2OC[C@@H]2O[C@H](CC(=O)NCc3ccccc3F)CC[C@H]21	1.3	-2	·	-26
C[C@H](CO)N1C[C@H](C)[C@@H](CN(C)Cc2ccc(Cl)c(Cl)c2)OCCCC[C@H](C)Oc2ccc(NC(=O)C3CCCCC3)cc2C1=O	0.3	3	99	-21
CNC(=O)C[C@@H]1CC[C@@H]2[C@H](COC[C@@H](O)CN2C(=O)c2ccccn2)O1	-0.4	·	5	2
C[C@H]1CN([C@@H](C)CO)S(=O)(=O)c2ccc(-c3ccccc3)cc2O[C@@H]1CN(C)S(=O)(=O)c1ccccc1F	-3.6	-1	91*	-31

Further compounds
SMILES	GASC1 inh	C diff growth	Tcruzi prolif	Pf Dd2 inh
COc1ccc2c3c([nH]c2c1)[C@H](CO)N(C(=O)C1CCOCC1)CC31CCN(C)CC1	0.3	-9	·	35
O=C(C[C@@H]1C[C@H]2c3cc(NC(=O)Nc4ccccc4)ccc3O[C@H]2[C@H](CO)O1)NCCN1CCCCC1	-1.0	-3	-76	-12
C[C@@H]1CN([C@H](C)CO)C(=O)c2cccc(NC(=O)CCCCCC(=O)Nc3ccccc3N)c2O[C@@H]1CN(C)C(=O)Nc1ccc(C(F)(F)F)cc1	0.7	-7	·	-88*
C[C@H]1CN([C@@H](C)CO)C(=O)Cc2cc(NC(=O)C3CC3)ccc2O[C@@H]1CN(C)Cc1ccc(Oc2ccccc2)cc1	-0.7	16	87	-5
CC(=O)N1[C@@H]2c3ccc(C4=CCCC4)c(=O)n3C[C@@H]2[C@@H](CO)[C@@H]1C(=O)NCC1CC1	-0.4	-1	-29	11
CCN1[C@@H]2c3ccc(-c4ccc(F)cc4)c(=O)n3C[C@@H]2[C@@H](CO)[C@@H]1C(=O)N(C)C	4.2	-2	-34	-5
O=C(C[C@H]1C[C@H]2c3cc(NS(=O)(=O)c4ccccc4)ccc3O[C@H]2[C@@H](CO)O1)NC1CCCC1	-1.5	-2	-38	-9
CCCC(=O)Nc1ccc2c(c1)OC[C@H](C)N(CCC(F)(F)F)C[C@@H](C)[C@H](OC)CN(C)C2=O	0.5	·	6	-38
C[C@@H]1CN([C@H](C)CO)C(=O)Cc2cc(NC(=O)Nc3ccccc3)ccc2O[C@H]1CN(C)Cc1ccc(Cl)c(Cl)c1	1.6	10	71	-5
COCC(=O)N1CC[C@@H]2[C@H]1c1cc(-c3cccc(C#N)c3)ccc1N[C@@H]2CO	-1.1	0	79	19

Rewritten with two lines to a compound: entries from further up
Order of results – GASC1 inh	C diff growth	Tcruzi prolif	Pf Dd2 inh
> CNC(=O)C[C@@H]1CC[C@@H]2[C@H](COC[C@@H](O)CN2C(=O)c2ccccn2)O1
  -0.4	·	5	2
> C[C@H]1CN([C@@H](C)CO)S(=O)(=O)c2ccc(-c3ccccc3)cc2O[C@@H]1CN(C)S(=O)(=O)c1ccccc1F
  -3.6	-1	91*	-31
> COc1ccc2c3c([nH]c2c1)[C@H](CO)N(C(=O)C1CCOCC1)CC31CCN(C)CC1
  0.3	-9	·	35
> O=C(C[C@@H]1C[C@H]2c3cc(NC(=O)Nc4ccccc4)ccc3O[C@H]2[C@H](CO)O1)NCCN1CCCCC1
  -1.0	-3	-76	-12
> C[C@@H]1CN([C@H](C)CO)C(=O)c2cccc(NC(=O)CCCCCC(=O)Nc3ccccc3N)c2O[C@@H]1CN(C)C(=O)Nc1ccc(C(F)(F)F)cc1
  0.7	-7	·	-88*
> C[C@H]1CN([C@@H](C)CO)C(=O)Cc2cc(NC(=O)C3CC3)ccc2O[C@@H]1CN(C)Cc1ccc(Oc2ccccc2)cc1
  -0.7	16	87	-5
> CC(=O)N1[C@@H]2c3ccc(C4=CCCC4)c(=O)n3C[C@@H]2[C@@H](CO)[C@@H]1C(=O)NCC1CC1
  -0.4	-1	-29	11
> CCN1[C@@H]2c3ccc(-c4ccc(F)cc4)c(=O)n3C[C@@H]2[C@@H](CO)[C@@H]1C(=O)N(C)C
  4.2	-2	-34	-5
> O=C(C[C@H]1C[C@H]2c3cc(NS(=O)(=O)c4ccccc4)ccc3O[C@H]2[C@@H](CO)O1)NC1CCCC1
  -1.5	-2	-38	-9
> CCCC(=O)Nc1ccc2c(c1)OC[C@H](C)N(CCC(F)(F)F)C[C@@H](C)[C@H](OC)CN(C)C2=O
  0.5	·	6	-38

Additional structures follow.
SMILES	GASC1 inh	C diff growth	Tcruzi prolif	Pf Dd2 inh
C[C@@H]1CN([C@H](C)CO)S(=O)(=O)c2ccc(C3=CCCCC3)cc2O[C@H]1CN(C)C(=O)c1ccc(F)cc1	0.5	0	109	-63
C[C@H]1CCCCO[C@@H](CN(C)C(=O)Nc2cccc3ccccc23)[C@@H](C)CN([C@@H](C)CO)C(=O)c2cc(NC(=O)Cc3ccccc3)ccc2O1	-0.3	12	102*	-92*
C/C=C/c1ccc([C@H]2[C@H](CO)N3C(=O)CN(Cc4ccc(C(=O)OC)cc4)C[C@@H]23)cc1	0.2	-6	·	3
Cc1cc(C(=O)Nc2cccc3c2O[C@@H](CN(C)Cc2ccccc2)[C@@H](C)CN([C@H](C)CO)C3=O)n(C)n1	1.5	-2	26	10
Cc1ccc(S(=O)(=O)N[C@@H]2C=C[C@H](CC(=O)NCc3ccccc3F)O[C@H]2CO)cc1	0.1	·	-31	11
C[C@H]1CN([C@@H](C)CO)C(=O)c2c(c3ccccc3n2C)-c2ccccc2CO[C@@H]1CN(C)S(=O)(=O)c1ccc(Cl)cc1	-0.9	·	58	-85*
Cc1ccc(-c2ccc([C@H]3[C@@H](CO)N4C(=O)CN(C(=O)c5ccc(F)cc5)C[C@@H]34)cc2)cc1	8.2	26	·	-35
O=C(Nc1cccc(Cl)c1)N[C@H]1CC[C@@H](CCNC(=O)C2CCC2)O[C@@H]1CO	0.7	-2	·	7
CCCC#Cc1ccc2c(c1)O[C@@H](CN(C)Cc1ccncc1)[C@H](C)CN([C@H](C)CO)S2(=O)=O	7.7	9	117*	-70
